# H37Rv inhibition = M. tuberculosis growth inhibition, HTS (AID 449762). M. tuberculosis H37Rv growth inhibition, 7H9 media; higher % means a stronger effect. inhibition, % at 25 µM, or IC50 in µM where a hit was titrated. actives 0.59% (n = 330,000); in the data active means a potency from the dose series; inconclusive means inhibition above about 70% without an active follow-up result;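 further: bacterial growth assessed after seven days of incubation; strong numbers were not always called active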
# VEEV TC-83 Vero = inhibitors of VEEV TC-83 cytopathic effect, confirmation, Vero cells (AID 588727) | Vero cells, VEEV TC-83 cytopathic effect inhibition; higher % means a stronger effect | one-dose inhibition, % at 20 µM; IC50 in µM for titrated hits | actives 0.13% (n = 350,000); in the data active means a potency from the dose series; inconclusive means inhibition mostly from about 14% at the one dose, without a potency; inactive means the rest, 99 in 100 with inhibition below about 12%; further: strong numbers were not always called active
# tuberculosis growth = growth inhibition of non-replicating M. tuberculosis (AID 488890). one-dose inhibition, % at 25 µM; IC50 in µM for titrated hits. Mycobacterium tuberculosis non-replicating, growth inhibition; higher % means a stronger effect. actives 0.39% (n = 320,000); in the data active means a potency from the dose series; inconclusive means inhibition mostly from about 82% at the one dose, without a potency; inactive means the rest, 99 in 100 with inhibition below about 76%;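 further: plate controls were DMSO cells for no effect and high antibiotic wells for full effect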
# influenza NS1A = H1N1 influenza NS1A inhibitors, functional cell based assay (AID 504329); NS1A functional cell-based assay, percent inhibition; higher % means a stronger effect; inhibition, % at 12.5 µM, or IC50 in µM where a hit was titrated; actives 0.3% (n = 340,000); in the data active means a potency from the dose series; inconclusive means inhibition above about 27% without an active follow-up result; further: strong numbers were not always called active
# PhoP GFP inhibition = PhoP regulon inhibitors, Salmonella typhi PhoP promoter GFP reporter, confirmatory (AID 1850); Salmonella Typhi PhoP-promoter GFP reporter, fluorescence, 4 h; higher % means a stronger effect; one-dose inhibition, % at 50 µM; IC50 in µM for titrated hits; actives 0.33% (n = 310,000); in the data active means a potency from the dose series; inconclusive means inhibition mostly from about 25% at the one dose, without a potency; inactive means the rest, 99 in 100 with inhibition below about 19%;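 further: 0% = induced wells with vehicle and 100% = uninduced wells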
# Active calls of the source: *; i = inactive; ? = inconclusive; nt = no result given.
SMILES,H37Rv inhibition,VEEV TC-83 Vero,tuberculosis growth,influenza NS1A,PhoP GFP inhibition
COc1ccc(C(=O)/C=C/N(C)C)cc1OC,1%,0.3%,-8%,-5%,3%
CC(C)c1ccc(C2C3CSCC=C3C(C#N)=C(N)C2(C#N)C#N)cc1 (stereo unspecified),-7%,nt,22%,nt,10%
FC(F)(F)C1=Nc2cccc3cccc(c23)N1,nt,0.3%,nt,5%,nt
Cn1c(=O)c2c(nc3n2CCS3)n(C)c1=O,2%,0.3%,-1%,-3%,1%
CC1CCCN(C(=O)c2cc(S(=O)(=O)N3CCCCC3)c[nH]2)C1 (stereo unspecified),-8%,1.2%,0%,5%,nt
OCC1(Cc2ccc(F)cc2F)CCCN(Cc2ccc(Cl)cc2)C1 (stereo unspecified),6%,1.1%,57%,-2%,-3%
CCOC(=O)C1=C(C)NC(=O)NC1c1ccc(OC)c(Cl)c1 (stereo unspecified),-3%,4.5%,12%,-1%,1%
COc1cccc(-n2c(=O)[nH]cc(C(=O)Nc3ccc(NC(C)=O)cc3)c2=O)c1,22%,2.0%,nt,0%,nt
CCOC(=O)CC(=O)CSc1nc2cc(C)ccc2cc1C,-5%,0.5%,43%,6%,3%
CC(CN(C)Cc1ccccc1)OC(=O)c1ccc(F)cc1 (stereo unspecified),1%,0.9%,67%,-8%,0%
C=CCN(c1ccccc1)S(=O)(=O)c1cccc(C(=O)N(CC)CC(=O)Nc2c(F)cccc2F)c1,-6%,8.8%,9%,0%,-9%
COC(=O)c1cc(NC(=O)Cc2ccc(OC)cc2)cc(C(=O)OC)c1,-4%,2.5%,5%,-15%,8%
Cc1ccc(Nc2nc(NCCCN3CCOCC3)nc(N)c2[N+](=O)[O-])cc1,3%,i,14%,1%,-9%
O=S(=O)(NC1CCC(NS(=O)(=O)c2c(F)cccc2F)CC1)c1ccc2c(c1)OCCO2 (stereo unspecified),-2%,i,27%,6%,nt
O=C(CN(Cc1cccs1)C(=O)CNS(=O)(=O)c1ccccc1)NC1CCCC1,-3%,2.3%,-10%,5%,0%
CCOc1ccc(CNC(=O)CCCc2cn(C)c3ccccc23)cc1OC,-1%,i,nt,4%,-16%
COc1ccc(S(=O)(=O)Nc2ccc3c(c2)n(C)c(=O)n3C)cc1C,3%,0.7%,-4%,6%,11%
CCC(C)NC(=O)c1ccc(CS(=O)(=O)Cc2ccc(Cl)cc2)o1 (stereo unspecified),4%,4.1%,4%,-2%,0%
Nc1nc(N2CCOCC2)nc(N(c2ccccc2)c2ccccc2)n1,-3%,0.7%,nt,0%,-5%
O=C(CCl)N(C1CCCC1)C1CCS(=O)(=O)C1 (stereo unspecified),3%,?,46%,7%,16%
CCN(CC)c1ccc(/C=C2\SC(N)=NC2=O)cc1,3%,i,-3%,7%,-9%
O=C(COc1ccc(Br)cc1)NNC(=O)c1cc(S(=O)(=O)N2CCOCC2)ccc1Cl,nt,1.4%,nt,-7%,nt
CCCCNC1=NCCS1,-4%,0.1%,3%,-6%,4%
CN(C)c1ccc(C(=S)N2CCN(c3ccccc3)CC2)cc1,0%,0.8%,13%,21%,-7%
COc1cccc(NC(=O)CC2C(=O)NC3CCCCC3N2C(=O)c2ccccc2)c1 (stereo unspecified),-20%,0.9%,-2%,18%,0%
SMILES,H37Rv inhibition,VEEV TC-83 Vero,tuberculosis growth,influenza NS1A,PhoP GFP inhibition
COC(=O)C(C)NC(=O)C1CCCN1C(=O)CNC(=O)OCc1ccccc1 (stereo unspecified),6%,i,-16%,-7%,-1%
COc1cc(C)c(S(=O)(=O)N2CCN(C)CC2)cc1C,-3%,0.7%,4%,-17%,2%
O=C(O)Cc1c(-c2ccccc2)c2cc(Cl)ccc2[nH]c1=O,6%,0.4%,3%,-1%,-8%
CC(C)=CCC/C(C)=C/C=N/NC(=O)c1ccc([N+](=O)[O-])cc1,35%,0.4%,?,1%,-10%
CCC(C)(C)NC(=O)C(Sc1ccccc1)c1ccccc1 (stereo unspecified),-2%,i,4%,-5%,7%
COc1cc2c(=O)c(-c3ccc(O)cc3)coc2cc1OC1OC(CO)C(O)C(O)C1O (stereo unspecified),6%,5.1%,-7%,-19%,-1%
O=C(O)c1nn(Cc2csc(-c3ccccc3)n2)c(=O)c2ccccc12,6%,1.1%,9%,-7%,-12%
CCOc1cc(-c2noc(CCC(=O)NCC3CCCO3)n2)ccc1OC (stereo unspecified),8%,1.5%,7%,-7%,0%
CCOC(=O)c1c(NC(=O)COC(=O)C2CCC2)sc(C(=O)N(C)C)c1C,nt,0.2%,nt,-2%,nt
CCN1C(=O)C(O)(CC(=O)/C=C/C=C/c2ccccc2)c2ccccc21 (stereo unspecified),3%,6.2%,29%,6%,0%
CN1C(=O)C(C)(C)c2cc(S(=O)(=O)N3CCCC(C(=O)Nc4ccc(Cl)cc4)C3)ccc21 (stereo unspecified),-11%,7.4%,36%,10%,nt
CCc1ccc(C(C)NC(=O)COC(=O)c2ccc(-n3cnnn3)cc2)cc1 (stereo unspecified),2%,0.2%,0%,-11%,nt
COc1ccc(/C=C/C(=O)NCCc2nc3ccccc3[nH]2)cc1,-5%,2.0%,-6%,nt,2%
CCOCC(=O)Nc1cccc(NC(C)=O)c1,-10%,0.7%,-2%,5%,2%
CCS(=O)(=O)NCc1nnc2n1-c1ccc(Br)cc1C(c1ccccc1Cl)=NC2,2%,i,-8%,0%,1%
COc1ccccc1S(=O)(=O)Nc1cccc(-c2nnc3n2CCCCC3)c1,-3%,0.7%,-4%,-3%,-7%
CN1CCN(S(=O)(=O)c2cccc(C(=O)O)c2)CC1,-4%,0.8%,-3%,-3%,-12%
COCc1[nH]nc2c1C1(CCSCC1)C(C#N)=C(N)O2,-4%,0.5%,-14%,-2%,-3%
Cc1ccccc1OCC(=O)NCCN(C)C,-2%,1.7%,-3%,-4%,9%
O=C1C=C(c2ccc(C(=O)O)cc2)C[C@@H](c2ccc3c(c2)OCO3)C1,24%,i,21%,11%,nt
CCN(CC)S(=O)(=O)c1ccc(-c2nnc(SCC(=O)c3ccc(OC)cc3)o2)cc1,-3%,0.6%,5%,-2%,21%
Cc1cc(-c2nnc(SCC(=O)Nc3ccc(F)cc3)n2N)n[nH]1,0%,0.7%,13%,0%,9%
Clc1ccc(N2CCN(Cc3ccco3)CC2)cc1,5%,1.5%,nt,1%,0%
COc1ccc(-c2cc(C)no2)cc1S(=O)(=O)Nc1ccc(NC(C)=O)cc1,3%,i,14%,5%,-2%
COc1ccc(S(=O)(=O)N(CCC(=O)O)Cc2ccccc2)cc1,-3%,1.9%,-7%,-3%,11%

# Single entries from the list.
# Entry for CCS(=O)(=O)NCc1nnc2n1-c1ccc(Br)cc1C(c1ccccc1Cl)=NC2 under influenza NS1A: 0%
# Entry for CCN1C(=O)C(O)(CC(=O)/C=C/C=C/c2ccccc2)c2ccccc21 (stereo unspecified) under PhoP GFP inhibition: 0%

# Quoted at random: two entries already listed
SMILES,H37Rv inhibition,VEEV TC-83 Vero,tuberculosis growth,influenza NS1A,PhoP GFP inhibition
OCC1(Cc2ccc(F)cc2F)CCCN(Cc2ccc(Cl)cc2)C1 (stereo unspecified),6%,1.1%,57%,-2%,-3%
FC(F)(F)C1=Nc2cccc3cccc(c23)N1,nt,0.3%,nt,5%,nt

# Next part.
SMILES,H37Rv inhibition,VEEV TC-83 Vero,tuberculosis growth,influenza NS1A,PhoP GFP inhibition
O=C(Cn1nc(C(=O)O)c2ccccc2c1=O)c1c[nH]c2ccccc12,-17%,i,1%,-7%,18%
Cc1c(N=Cc2ccncc2)c(=O)n(-c2ccccc2)n1C,2%,i,4%,-4%,-6%
Cc1nn(Cc2ccccc2)c(Cl)c1/C=N/NC(=O)CNc1cccc(C(F)(F)F)c1,-1%,1.6%,-7%,-5%,-6%
C=CCN1C(=O)/C(=C\c2ccc(Cl)cc2)N=C1SCC(=O)NCCC,1%,1.2%,-9%,10%,-8%
Cc1ccnc(NC(=O)c2ccc([N+](=O)[O-])s2)c1,?,3.1%,?,5%,-8%
COc1cc(CN2CCNC(=O)C2CC(=O)N(C)Cc2cccnc2)cc(OC)c1 (stereo unspecified),-8%,i,-16%,8%,-3%
COc1ccc(/C=N/NC(=O)c2ccc(CSc3nc(C)cc(C)n3)cc2)c(OC)c1OC,6%,3.0%,15%,-4%,-8%
CN(C)c1ccc(CNn2cnnc2)cc1,-17%,i,-9%,-4%,13%
Cc1ccc(S(=O)(=O)N2CCOCC2)cc1NC(=O)Cn1ccsc1=N,0%,0.7%,0%,-4%,9%
Cc1ccc2c(c1)[nH]c1c(=O)n(CCCN3CCOCC3)cnc12,-6%,7.3%,-16%,-5%,9%
COc1ccc(-c2cnn(C3CCS(=O)(=O)C3)c2N)cc1 (stereo unspecified),-7%,2.6%,-3%,-16%,3%
CCN1CCN(CC(=O)N2N=CCC2c2ccccc2)CC1 (stereo unspecified),-1%,0.5%,-10%,-15%,5%
CC(C)C[C@H](NC(=O)c1[nH]cnc1C(=O)N[C@@H](Cc1ccccc1)C(=O)OCc1ccccc1)C(=O)OC(C)(C)C,4%,1.8%,11%,-20%,-8%
CCCC(=O)Nc1c(-c2ccccc2)c(=O)c(C)nn1-c1ccccc1,-7%,i,-16%,9%,-4%
COc1ccc(CCNC(=O)C2CCCN(S(=O)(=O)c3cccc4nonc34)C2)cc1OC (stereo unspecified),4%,0.6%,6%,6%,4%
COCC1CCN(C(=O)c2ccc3oc(Cc4ccc(Cl)cc4)nc3c2)C1 (stereo unspecified),-7%,0.9%,-1%,2%,-6%
Cc1ccc(C(=O)N(CC(=O)NC2CCCC2)c2ccc(F)cc2)s1,8%,i,-8%,4%,-20%
CC(C)[C@H](NC(=O)OC(C)(C)C)C(=O)N/N=C/c1cccc2nccnc12,-6%,i,32%,19%,-2%
O=C(COC(=O)c1cc(=O)[nH]c2ccccc12)NCc1cccs1,-6%,i,-2%,2%,0%
O=C(CSc1nnc(-c2ccco2)n1CC1CCCO1)c1ccccc1 (stereo unspecified),-6%,1.0%,17%,-1%,-4%
C[C@]12C(=O)N(c3ccc(Br)cc3)C(=O)N1[C@@H]1c3ccccc3OC[C@@H]1[C@H]2c1ccccc1,9%,i,7%,15%,-4%
O=C1c2ccccc2C(=O)N1c1ccccc1S(=O)C(F)(F)F (stereo unspecified),-11%,2.5%,75%,-14%,-9%
CCn1ccnc1CNC(=O)CC1C(=O)NCCN1CCCc1ccccc1 (stereo unspecified),-3%,0.5%,16%,-10%,-11%
Cc1ccc(CNS(=O)(=O)c2cc(F)ccc2CN2C(=O)c3cccnc3C2=O)o1,8%,i,-13%,2%,-9%
CCOc1ccc(OCC)c(NC(=O)CSc2nc3ccccc3c(=O)n2C)c1,10%,i,-13%,-1%,5%
SMILES,H37Rv inhibition,VEEV TC-83 Vero,tuberculosis growth,influenza NS1A,PhoP GFP inhibition
CCCC1=[N+](CC(=O)c2ccc(Br)cc2)CCn2cccc21,-10%,2.2%,30%,12%,8%
N#Cc1ncc(C(F)(F)F)cc1Sc1ccc(N)cc1,0%,0.6%,18%,-1%,-2%
CCn1c(=O)c([N+](=O)[O-])c(NCCN(C)C)c2ccccc21,2%,0.6%,7%,-2%,6%
O=C(c1ccc2ccccc2n1)N1CCN(Cc2c(F)cccc2Cl)CC1,-1%,1.9%,11%,-6%,-11%
Cc1cccc(NC(=O)c2cccc(C(=O)Nc3cccc(C)c3)n2)c1,-1%,10%,-17%,0%,1%
CCCCCCC(=O)N/N=C/c1c(O)n(C(C)CC)c(=S)[nH]c1=O (stereo unspecified),10%,7.8%,1%,-7%,1%
O=C(Cc1ccc(F)cc1)Nc1ccc(F)c([N+](=O)[O-])c1,6%,i,23%,-7%,7%
CCN(CC)S(=O)(=O)c1ccc(C(=O)NCc2ccc3c(c2)OCO3)cc1,-3%,i,-1%,-3%,16%
CC1CCCCN1CCNC(=O)C1CC(=O)N(c2ccc(F)c(Cl)c2)C1 (stereo unspecified),5%,1.2%,-5%,-17%,-5%
COc1cc2c(cc1NC(=O)CSCC(=O)O)oc1ccccc12,-1%,2.4%,-3%,6%,-1%

# Ordered by count of non-hydrogen atoms (rising): 3 of the compounds above
SMILES,H37Rv inhibition,VEEV TC-83 Vero,tuberculosis growth,influenza NS1A,PhoP GFP inhibition
O=C1c2ccccc2C(=O)N1c1ccccc1S(=O)C(F)(F)F (stereo unspecified),-11%,2.5%,75%,-14%,-9%
Cc1ccc2c(c1)[nH]c1c(=O)n(CCCN3CCOCC3)cnc12,-6%,7.3%,-16%,-5%,9%
O=C(COc1ccc(Br)cc1)NNC(=O)c1cc(S(=O)(=O)N2CCOCC2)ccc1Cl,nt,1.4%,nt,-7%,nt
